Assay outcomes: PubChem BioAssay, several laboratories
M1 PAM parental – counter-screen for M1 PAMs: effect in parental CHO-K1 cells | activation, % at 3 µM | ATP EC20, Fluo-8 calcium fluorescence; 0% at ATP EC20, 100% at ATP max | 0.02% of 360,000 active;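 active means activation above the run cutoff, the mean activation of all test compounds plus 3 SD, cut at about 40% in these data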;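 further: peak over basal fluorescence ratio in a 140 s read after ATP addition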
CHRM5 agonist – agonists of human muscarinic M5 receptor (CHRM5). AID 624037. activation, % at 3 µM. P08912. CHO-K1 hM5 cells, Fluo-8 calcium fluorescence; 0% DMSO wells, 100% maximal acetylcholine response. 0.19% of 360,000 active;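 active means activation above the run's mean over test compounds plus 3 SD, cut at about 23% in these data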;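 further: signal is peak over basal fluorescence ratio across the kinetic read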
Target sequence (P08912 whole entry, looked up): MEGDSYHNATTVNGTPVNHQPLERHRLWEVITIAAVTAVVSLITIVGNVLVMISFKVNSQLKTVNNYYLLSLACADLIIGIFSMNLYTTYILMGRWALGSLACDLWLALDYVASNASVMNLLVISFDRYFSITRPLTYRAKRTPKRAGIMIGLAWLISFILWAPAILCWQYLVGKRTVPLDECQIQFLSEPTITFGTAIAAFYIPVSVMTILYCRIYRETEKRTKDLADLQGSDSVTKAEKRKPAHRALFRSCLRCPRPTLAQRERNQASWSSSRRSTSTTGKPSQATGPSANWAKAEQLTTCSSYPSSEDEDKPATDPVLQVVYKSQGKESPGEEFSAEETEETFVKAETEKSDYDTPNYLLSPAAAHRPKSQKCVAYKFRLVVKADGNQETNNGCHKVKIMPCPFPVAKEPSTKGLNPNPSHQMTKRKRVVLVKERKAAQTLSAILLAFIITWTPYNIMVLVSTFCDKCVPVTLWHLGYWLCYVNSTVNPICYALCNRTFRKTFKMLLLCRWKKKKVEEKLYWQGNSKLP
CRFBP-R2 agonist – agonists of human CRF-binding protein/CRF-R2 receptor complex; HEK293 CRF-R2/CRF-BP, calcium dye fluorescence (FLIPR); percent of saturating CRF peptide response; AID 588473; activation, % at 13.2 µM; 0.46% of 350,000 active;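 active means activation of at least 50%, plus an integration ratio under a set limit after plate pattern correction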;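 further: plate controls were neutral control wells without compound for no effect and CRF at EC100 for full effect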
CHRM5 PAM – potentiates acetylcholine response at human M5 receptor; 0.3% of 360,000 active; AID 624038; activation, % at 3 µM; CHO-K1 hM5, Fluo-8 calcium, ACh EC20 PAM; 0% = ACh EC20, 100% = ACh EC100; P08912;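 active means activation above the run cutoff, the mean activation of all test compounds plus 3 SD, cut at about 18% in these data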
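Measured by: Fluo-8 calcium fluorescence; material: human M5 receptor in CHO-K1 cells; schedule: Post-acetylcholine fluorescence recording 140 s; benchmarks: low control EC20 acetylcholine (0%), high control EC100 acetylcholine (100%); read-out: Max/basal fluorescence ratio as % of EC20–EC100 ACh window; compound: single dose, 3 µM nominal final test concentration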
M4 PAM – positive allosteric modulators of human muscarinic M4 receptor. P08173. AID 624126. activation, % at 3 µM. CHO-K1 hM4/Gqi5, Fluo-8 calcium fluorescence, ACh EC20; 0% = ACh EC20, 100% = maximal ACh. 0.4% of 360,000 active;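 active means activation above its plate's cutoff, the mean activation of sample wells plus 3 SD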; further: some results filed as inactive read as strong as hits
Target sequence (P08173 whole entry, looked up): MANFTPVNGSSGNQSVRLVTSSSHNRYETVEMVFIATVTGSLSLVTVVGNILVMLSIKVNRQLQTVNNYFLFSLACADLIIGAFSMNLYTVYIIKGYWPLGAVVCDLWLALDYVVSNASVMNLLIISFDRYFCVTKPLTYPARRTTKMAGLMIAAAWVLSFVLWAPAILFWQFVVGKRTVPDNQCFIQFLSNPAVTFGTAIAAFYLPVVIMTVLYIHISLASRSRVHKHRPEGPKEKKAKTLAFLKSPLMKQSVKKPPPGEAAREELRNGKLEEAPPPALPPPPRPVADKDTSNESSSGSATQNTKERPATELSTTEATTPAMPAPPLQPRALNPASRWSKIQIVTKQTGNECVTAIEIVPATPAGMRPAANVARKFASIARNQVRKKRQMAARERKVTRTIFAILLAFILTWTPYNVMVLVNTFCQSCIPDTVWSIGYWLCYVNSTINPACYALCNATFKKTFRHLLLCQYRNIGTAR
TAAR1 ag – human TAAR1 agonism | Q96RJ0 | CHO RD-HGA16 TAAR1, Fluo-8 calcium fluorescence; vehicle wells 0%, saturating PEA agonist 100% | activation, % at 3 µM | 0.99% of 360,000 active | AID 624467;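 active means activation above the mean activation of all test compounds in the run plus 3 SD, cut at about 38% in these data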
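Benchmarks: low control DMSO, high control PEA (EC100); System: CHO RD-HGA16 cells carrying human TAAR1 plus Gα16; Detection: Fluo-8 fluorescence, 5 s baseline then 140 s kinetic read; Schedule: 17-24 h plating, Fluo-8 75 min 37 °C, 30 min RT; Read-out basis: % activation from peak over basal fluorescence ratio, DMSO-to-PEA scaled.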
M5 antag – blocks acetylcholine activation of human M5 receptor; AID 624040; inhibition, % at 3 µM; 0.59% of 360,000 active; P08912; CHO-hM5 cells, Fluo-8 calcium fluorescence, ACh EC80;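 active means inhibition above a per-plate cutoff, the mean of that plate's test compounds plus 3 SD, cut at about 27% in these data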;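 further: 0% = acetylcholine EC80 with DMSO and 100% = DMSO without agonist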
CRFR2-BP antag – antagonists of CRF-binding protein/CRF-R2 receptor complex; inhibition, % at 11.8 µM; 0.59% of 350,000 active; HEK293 CRF-R2/CRF-BP, CRF-induced calcium fluorescence;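 active means inhibition of the ligand-induced calcium signal above about 50% at the single tested concentration, limit read from the data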
TAAR1 antag – antagonists of human TAAR1; CHO RD-HGA16 TAAR1, Fluo-8 calcium fluorescence, antagonist; inhibition, % at 3 µM; 1.5% of 360,000 active;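 active means inhibition above a per-plate cutoff, the mean inhibition of test compounds on that plate plus 3 SD, cut at about 49% in these data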;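 further: 0% = DMSO plus EC80 beta-PEA response and 100% = DMSO alone without agonist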
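Assay system: RD-HGA16 CHO cells with stable hTAAR1 and Gα16 / Reagent: EC80 β-phenethylamine stimulus / Doses: 3 µM, single point / Timing: dye loading 75 min at 37 °C, then 30 min room temperature / Measured by: Fluo-8 intracellular calcium dye fluorescence, real-time kinetic reads / Controls: vehicle wells and EC80 agonist wells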
Numbers without * were called inactive; / = not tested or not shown. These rows are one share of the data; the hit share may differ from the screen's.

Sequence of screens: M1 PAM parental	CHRM5 agonist	CRFBP-R2 agonist	CHRM5 PAM	M4 PAM	TAAR1 ag	M5 antag	CRFR2-BP antag	TAAR1 antag
> CCOC(=O)C1=C(N)OC2=C(C(=O)CC(C)(C)C2)C12C(=O)Nc1ccccc12 (configuration not stated)
 : 7	0	-0.2	-4	2	1	2	1	-24
> O=C(NCC1=C(c2ccc3ccccc3c2)C[C@@H]2CC[C@H]1N2Cc1ccco1)c1ccncc1
 : -13	-2	-1.2	1	-7	1	3	-2	-2
> COC(=O)c1ccc(C(C(=O)NC2CCCCC2)N(CCN2CCOCC2)C(=O)Cc2cccs2)cc1 (configuration not stated)
 : -4	4	0.4	8	11	1	9	-2	-8
> CCn1c(C)c(C(=O)NCCc2ccccc2)c2cc(OC)ccc21
 : -4	-6	-0.3	-7	-4	3	10	-7	-10
> CCn1c(P(C)(=O)O)nc2cc(NC(=O)c3ccccc3F)ccc21
 : 9	-3	-2.1	4	14	1	-8	-9	-4
> N#Cc1ccc(NC(=O)CN2CCN(C(=O)c3cccs3)CC2)cc1Cl
 : -13	3	0.4	-11	-9	10	9	18	13
> CC(CCc1ccccc1)NCCC#N (configuration not stated)
 : -13	1	-3.8	2	-14	4	11	0	-11
> CC(=Nc1ccc2c(c1)CCC2)c1c(O)n(C)c(=O)n(C)c1=O
 : 12	-3	-2.1	-5	11	0	0	-2	-33
> C=CCn1c(O)c(C(C)=Nc2ccc(C(=O)O)cc2)c(=O)[nH]c1=O
 : -2	-2	-0.6	8	-1	1	-4	8	8
> Cc1nn(C)c(C)c1P(=S)(c1c(C)nn(C)c1C)N(C)C
 : 15	1	1.1	2	10	11	-3	3	14
> Cc1ccccc1-c1ccc2n1Cc1cnnn1-c1ccccc1-2
 : -10	-3	-1.0	-11	-3	-1	6	13	19
> Cn1cc(C(=O)N2CCC3(CC2)OCCO3)c2c3ccccc3n(C)c2c1=O
 : 29	4	6.1	0	1	7	-3	34	-7
> CN(Cc1cccc(-c2ccncc2)c1)C(=O)Oc1ccc([N+](=O)[O-])cc1
 : -12	0	/	-23	-11	/	22	/	/
> O=c1[nH]c2ccccc2n1C1CCN(C(c2cc3ccccc3o2)c2nnnn2-c2ccc3c(c2)OCCO3)CC1 (configuration not stated)
 : -6	2	/	-17	-11	16	21	/	66*
> CC1=CC(=O)NP(=O)(Oc2ccc3ccccc3c2)N1 (configuration not stated)
 : 20	0	1.4	7	-2	2	-6	-4	-2
> COC(=O)[C@@H]1N=C(c2ccc(OC)cc2)O[C@]12C(=O)N(C)c1cccc(Cl)c12
 : 15	2	/	-2	6	8	-1	/	-15
> COc1ccc(-n2c(/C=C/c3ccc(O)cc3)nc3ccccc3c2=O)cc1
 : -4	-3	-0.3	-9	-12	8	10	9	66*
> CN(C)P(=O)(CCl)Nc1ccccc1 (configuration not stated)
 : 14	-3	-0.8	7	4	6	3	5	-13
> CC(C)CCNC(=O)c1c(N)n(Cc2ccc3c(c2)OCO3)c2nc3ccccc3nc12
 : 17	4	0.4	1	-5	6	2	-14	-9
> N#CCCn1cc(C(=O)Nc2ccc(F)cc2)c(-c2ccccc2)n1
 : 3	3	0.1	-5	-10	4	-1	-4	-3
> COc1ccc(OC(=O)N(C)C[C@H]2OCc3cnnn3CCCC(=O)N([C@H](C)CO)C[C@H]2C)cc1
 : 8	0	-2.2	-4	-2	4	2	-7	-15
> O=S(=O)(NC1CCCCC1)OCC(Cl)(Cl)Cl
 : 23	-5	0.6	-2	-5	0	8	-4	10
> Cc1nc2nc(C)c(CCC(=O)N3CCC4(CC3)OCCO4)c(C)n2n1
 : -8	4	0.4	2	-2	11	-2	-3	15
> Cc1c(N=Nc2c(O)[nH]c(=S)[nH]c2=O)c(=O)n(-c2ccccc2)n1C
 : -5	-1	0.5	4	5	-2	0	23	24
> Cc1cccc(-c2nc3ccc(C(=O)N4CCC5(CC4)OCCO5)cc3nc2-c2cccc(C)c2)c1
 : -2	-9	1.1	-8	-6	0	19	-6	18
> Cc1ccccc1NC1=NCCCS1
 : 0	-5	3.7	-4	-5	9	9	-11	-2
> CCOP(=O)(OCC)c1cccc(O)c1
 : 11	3	-0.9	-1	-1	9	-3	14	5
> CN1CCN(Cc2ccccc2Sc2ccccc2)CC1
 : 11	-5	-1.2	-20	-38	6	99*	-29	1
> Cc1ccc(-c2nc3ccccc3c(=O)n2-c2cccnc2)cc1
 : -1	1	-1.5	0	9	2	5	-18	13
> CN1C(=O)N(C)C(=O)C2(Cc3c(nc4ccccn4c3=O)N3CCc4ccccc4C32)C1=O (configuration not stated)
 : 17	1	-3.3	-1	0	2	1	-7	10

Two compounds picked at random from those above, as already listed:
Sequence of screens: M1 PAM parental	CHRM5 agonist	CRFBP-R2 agonist	CHRM5 PAM	M4 PAM	TAAR1 ag	M5 antag	CRFR2-BP antag	TAAR1 antag
> CCOP(=O)(OCC)c1cccc(O)c1
 : 11	3	-0.9	-1	-1	9	-3	14	5
> Cc1cccc(-c2nc3ccc(C(=O)N4CCC5(CC4)OCCO5)cc3nc2-c2cccc(C)c2)c1
 : -2	-9	1.1	-8	-6	0	19	-6	18

(more compounds)
Sequence of screens: M1 PAM parental	CHRM5 agonist	CRFBP-R2 agonist	CHRM5 PAM	M4 PAM	TAAR1 ag	M5 antag	CRFR2-BP antag	TAAR1 antag
> O=[N+]([O-])c1cc(F)c(N2CCCC2)cc1Br
 : 5	8	-2.1	6	-6	3	-15	7	0
> CS(=O)(=O)c1ccc(C2=C(CNC(=O)c3ccncc3)[C@H]3CC[C@@H](C2)N3Cc2ccco2)cc1
 : -3	0	0.2	1	-6	1	3	16	-11
> COc1ccccc1N1CCN(Cc2ccc3c(c2)OCO3)CC1
 : 14	-12	-1.6	8	4	2	-1	-6	-26
> CCOC(=O)c1c(C)n(Cc2ccc(F)cc2)c2ccc(O)cc12
 : 21	-3	-2.9	2	-4	-3	6	9	8
> O=C(COc1ccc2ccccc2c1)N1CCN(C2CCN(Cc3ccccc3)CC2)CC1
 : 14	-7	-1.2	-7	-9	6	2	-13	-16
> O=P1(Oc2ccccc2)C[C@@H](O)[C@@H](O)[C@H](COCc2ccccc2)O1 (some centres not stated)
 : 4	2	-0.4	2	4	1	5	-6	17
> COC(=O)C1=C(c2c(C)noc2C)C[C@@H]2CC[C@H]1N2C(=O)NC1Cc2ccccc2C1
 : -9	-1	-2.2	-2	15	7	10	4	9
> Cc1ccc2c(c1)[C@@H]1CN(C)CC[C@@H]1N2C(=O)Nc1cccc(C(F)(F)F)c1
 : 6	-1	15	-8	2	17	15	-83	19
> Cc1cc(/C=C2\C(=O)NC(=O)N(Cc3ccccc3Cl)C2=O)c(C)n1-c1ccc(C(=O)O)cc1
 : 18	7	37	-1	-3	0	-6	-44	21
> CCN(CC)P(=O)(c1n(CC)cc[n+]1CC)N(CC)CC
 : -16	-1	-0.9	1	6	14	1	14	-15
> Cc1ccc(OC(=O)N(C)C[C@@H]2OCc3cnnn3CCCC(=O)N([C@H](C)CO)C[C@H]2C)cc1
 : 24	-1	-1.1	-6	3	4	4	-1	-11
> COc1ccc(C(=O)C(C)(C)NO)cc1
 : -8	-2	-1.0	6	-5	2	-3	8	3
> N#Cc1c(/N=C/c2ccc(O)cc2O)sc2c1C1CCN2CC1
 : 23	-3	43	2	2	9	-7	-34	8
> CCCCc1cc(=O)oc2cc(OCC(=O)N3C[C@H]4C[C@@H](C3)c3cccc(=O)n3C4)c(Cl)cc12
 : -8	-2	-2.1	-4	-3	1	11	-1	2
> CN(C)S(=O)(=O)c1cc(NC(=O)COC(=O)Cc2ccccc2)ccc1Cl
 : -6	5	1.1	-3	7	5	-4	-41	15
> CC1([N+](=O)[O-])COP(=O)(Nc2cccc(F)c2)OC1 (configuration not stated)
 : 2	5	-2.6	-1	13	2	3	7	-13
> O=c1[nH]c(=O)n(Cc2ccccc2)c(O)c1/C=N/NCCO
 : -21	0	3.3	-1	-2	5	11	-9	-7
> Cc1ccsc1C(=O)C1CCCN(Cc2ccn[nH]2)C1 (configuration not stated)
 : 11	-6	1.3	4	-11	3	-10	21	-19
> Cc1ccc(-n2c(O)c(C=NCCN3CCOCC3)c(=O)[nH]c2=O)cc1
 : 0	-1	-0.1	-3	1	1	-3	-36	-12
> CN(C)CC1CSCCC1(O)c1cccc(Cl)c1 (configuration not stated)
 : 24	-9	3.5	5	-3	11	-5	-2	-5
> C=C1C(=O)[C@@]23C[C@H]4[C@@H]5[C@@]6(C)CCC[C@@]57[C@@H]2[C@@H](O)[C@@H]1C[C@H]3[C@H]7N4C6
 : 0	0	-0.5	0	7	2	-2	-16	-27
> COc1ccc(NC(=O)CN2CC=C(c3ccccc3)CC2)cc1S(=O)(=O)N1CCOCC1
 : 11	-2	-3.1	5	-14	0	4	-4	-27
> CC1CC(OC(=O)c2ccccc2)CC(C)N1C (configuration not stated)
 : 20	-7	0.3	-17	-17	2	16	-6	-32
> CC(C)(OOC1(c2ccccc2)NC(=O)c2ccccc21)c1ccccc1 (configuration not stated)
 : 4	-4	/	0	0	-2	-3	/	-16
> CCOC(=O)N(C)c1ccc(C(O)(C(=O)OC)C(F)(F)F)cc1 (configuration not stated)
 : -5	-5	-1.8	-7	-1	0	6	2	-3
> CN1CCC(O)(c2ccccc2)C(C(=O)c2ccccc2)C1 (configuration not stated)
 : 0	-11	-1.9	4	-1	4	-5	-4	0
> O=P1(NCc2ccco2)COc2ccccc2OC1
 : 9	-7	-0.1	-3	-2	13	-5	11	-5
> COC(=O)c1ccc(NC(=O)CSc2nc3ccc(N4C(=O)C5C6C=CC(C6)C5C4=O)cc3s2)cc1 (configuration not stated)
 : -9	2	25	-20	-18	32	24	-78	88*
> CC(C)n1c(O)c(C2c3cc(Cl)ccc3Oc3[nH]c(=O)n(C(C)C)c(=O)c32)c(=O)[nH]c1=O (configuration not stated)
 : 18	-1	2.0	6	7	/	2	-1	/
> O=C(CCc1ccccc1)N1C[C@H]2C[C@@H](C1)c1cccc(=O)n1C2
 : 16	-1	-0.2	4	5	1	1	-10	-12
> COC(=O)C1=C(c2ccc(OC)c(OC)c2)C[C@@H]2CC[C@H]1N2C(=O)NCCOc1ccccc1
 : 2	-1	-3.2	1	5	2	11	3	15
> CC(=O)OC(C)(C)/C=C/C(=O)[C@](C)(O)C1[C@H](O)C[C@@]2(C)C3CC=C4C(C[C@H](O)C(=O)C4(C)C)[C@]3(C)C(=O)C[C@]12C (some centres not stated)
 : -7	3	-1.1	14	24*	/	-3	0	/
> CS(=O)(=O)c1ccc(C2=C(CNC(=O)c3cccs3)[C@H]3CC[C@@H](C2)N3Cc2ccccc2)cc1
 : 3	-2	1.5	1	-2	1	13	-6	4
> COc1cc(CN2CC=C(c3ccc(F)cc3)CC2)cc(OC)c1
 : -7	-1	-0.6	-5	-8	3	-6	-9	5
> CC(C)N1CCN(c2ccc(O)cc2)CC1
 : -6	-6	1.1	-7	5	1	12	-12	7
